NCI-60 one-dose screen, 48 h, at 10 µM unless noted. Numbers give growth in % (100 = growth as untreated, 0 = no growth, -100 = all killed).
K-562: K-562 leukemia; 78,000 tested, 7.4% active; AID 1794777
MOLT-4: MOLT-4 leukemia cells | 80,000 tested, 6.9% active | AID 1794779
MDA-MB-468: MDA-MB-468 breast cancer; 78,000 tested, 8.5% active
SR: SR leukemia cells. 73,000 tested, 8.7% active. AID 1794780
MDA-MB-435: MDA-MB-435 melanoma; 82,000 tested, 7.8% active; AID 1794794
RPMI-8226: RPMI-8226 leukemia cells. 77,000 tested, 7.5% active
CCRF-CEM: CCRF-CEM leukemia; AID 1794778; 77,000 tested, 7% active
MDA-MB-231: MDA-MB-231 breast cancer; 81,000 tested, 5% active
* hit, by the source's call; nt = not tested or not shown; & = joins results of further samples. Rule for the calls: active = growth percent below 10; inactive = the rest.

SMILES	K-562	MOLT-4	MDA-MB-468	SR	MDA-MB-435	RPMI-8226	CCRF-CEM	MDA-MB-231
CCOC(=O)c1c(C)nc2c(c1N)CC(=O)N2Cc1ccc(C(F)(F)F)cc1	98	88	100	102	103	81	90	89
CN1CCN(C(=O)C(C)(C)c2ccc(C(=O)Nc3cn4cc(-c5ccncc5)ccc4n3)cc2)CC1	10	11	-16*	12	14	11	16	21
O=C(CSc1nnc(-c2ccc(Cl)cc2)o1)c1ccc(Cl)cc1	nt	110	116	113	107	109	110	98
O=C(NCCCNc1nccc(-c2c(-c3cccc(F)c3)nc3sccn23)n1)C1CCCCC1	65	70	74	70	51	80	73	81
CCOc1ccc(/C=C2/NC(=O)NC2=O)cc1Cl	nt	69	107	99	95	93	91	110
COc1cc2[nH]c(C(=O)c3cc(OC)c(OC)c(OC)c3)c(N)c2cc1C#CCO	7.7*	30	26	0.2*	-27*	27	12	39
CCOC(=O)C1=NC(Cc2ccccc2)C(=O)N(c2ccccc2)N1 (configuration not stated)	94	104	102	98	106	109	102	103
COC1=CC(c2ccc[nH]2)=N/C1=C\c1[nH]c(C)c(C(=O)CCCCC(=O)NCCSSCCNC(=O)CC[C@H](NC(=O)c2ccc(NCc3cnc4nc(N)[nH]c(=O)c4n3)cc2)C(=O)O)c1C	96	102	92	117	100	92	88	87
Cc1nc(Nc2ccccn2)sc1C(=O)CC(SCC(=O)Nc1ccc(Cl)cc1)c1ccccc1F (configuration not stated)	12	24	-22*	13	-60*	7.3*	12	-40*
C1CN(CCN2CCOCC2)CCO1	113&97	113&100	109&93	118&94	113&98	114&100	127&96	102&105
CCN(CC)c1ccc(N=Nc2cc(Cl)ccc2Cl)c(NC(=O)CCC(=O)O)c1	99	95	107	98	115	98	103	81
O=C(O)c1ccc(-n2cc(CNc3cc(Cl)cc(C(F)(F)F)c3)c(-c3ccc(B(O)O)cc3)n2)cc1	85	99	106	92	101	nt	105	82
CC(C)N1CC(C)(C)NC1=S	96	101	106	109	104	111	103	99
CC(C)(C)c1ccc(-c2nnc(-c3nc4ccccc4nc3Cl)o2)cc1	66	101	7.1*	91	69	66	103	90
CCN(CC)c1ccc(N=Nc2ccc(S(=O)(=O)O)cc2)cc1	106	107	123	99	120	109	100	110
CCOC(=O)C1=C(C)NC(SCc2cc(=O)oc3ccc(C)cc23)=N[C@@H]1c1cccc2ccccc12	88	82	112	90	103	93	88	89
CCOC(=O)c1c2c(c(C)n1C)-c1nn(-c3ccc(OC)cc3)cc1CC2	66	69	nt	66	94	50	80	71
CC(=O)c1sc(-c2ccc(F)cc2)cc1O	89	93	111	83	96	105	98	127
CN(C)C(=O)C1=NC(Cc2ccccc2)C(=O)N(c2ccc(Cl)cc2)N1 (configuration not stated)	108	103	101	106	105	110	107	99
N#C/C(=C\c1c(O)ccc2ccccc12)c1ccc([N+](=O)[O-])cc1	81	73	85	95	101	75	104	62
CC(C)CCC[C@@H](C)[C@H]1CC[C@H]2[C@@H]3CC=C4C[C@@H](OS(=O)(=O)O)CC[C@]4(C)[C@H]3CC[C@]12C	103	103	93	101	115	102	100	111
Cc1c(C(=O)Nc2ccccc2)nnn1-c1ccc(Cl)cc1	96	102	96	106	101	97	107	111
Cc1ccc(C2=C(C#N)C3(C(=O)N(Cc4ccccc4)c4ccccc43)c3c(-c4ccccc4)nn(-c4ccccc4)c3N2)cc1 (configuration not stated)	38	123	97	104	105	94	90	85
CCOC(=O)C(CC(Nc1ccc(Br)cc1)c1ccccc1)[N+](=O)[O-] (configuration not stated)	91	78	101	74	97	96	79	90
C#CC1CC2Cc3c(C)ccc(C)c3N1O2 (configuration not stated)	101	92	114	96	111	116	109	97

Reprinted from the part before: 4 compounds; new compounds follow.
SMILES	K-562	MOLT-4	MDA-MB-468	SR	MDA-MB-435	RPMI-8226	CCRF-CEM	MDA-MB-231
Cc1c(C(=O)Nc2ccccc2)nnn1-c1ccc(Cl)cc1	96	102	96	106	101	97	107	111
Cc1ccc(C2=C(C#N)C3(C(=O)N(Cc4ccccc4)c4ccccc43)c3c(-c4ccccc4)nn(-c4ccccc4)c3N2)cc1 (configuration not stated)	38	123	97	104	105	94	90	85
CCOC(=O)C(CC(Nc1ccc(Br)cc1)c1ccccc1)[N+](=O)[O-] (configuration not stated)	91	78	101	74	97	96	79	90
C#CC1CC2Cc3c(C)ccc(C)c3N1O2 (configuration not stated)	101	92	114	96	111	116	109	97
CCOC1=C(C#N)C(Nc2ccc(S(N)(=O)=O)cc2)=C(C#N)C(Cl)N1 (configuration not stated)	104	110	104	114	103	106	125	97
COc1ccc2[nH]c(-c3ccccc3)c(/C=C(\C#N)S(=O)(=O)c3ccccc3)c2c1	5.1*	17	nt	2.8*	2.2*	nt	36	57
COc1ccc(-c2cc3ccccc3c3nnnn23)cc1	73	56	nt	71	104	69	95	89
CC1(C)Oc2cc3oc(=O)ccc3cc2C[C@@H]1OCCN1CCN(c2cccc(F)c2)CC1	69	84	83	86	97	89	100	100
O=C(O)CC(CC(=O)c1ccccc1)c1ccccc1 (configuration not stated)	106	106	98	100	108	101	88	121
COc1cc2oc(-c3cccc(NC(=O)Nc4ccc(Br)cc4)c3)cc(=O)c2c(OC)c1OC	24	58	63	46	46	29	nt	67
COc1ccc(C2=C(C#N)[C@@]3(C(=O)Nc4ccccc43)c3c(-c4ccccc4)nn(-c4ccccc4)c3N2)cc1	70	52	98	74	82	59	64	101
O=C(O)c1cc(N2CCCC2)ccn1	103	106	107	103	104	100	96	113
CCNc1cccc(C)c1	88	88	108	71	123	nt	nt	118
Cc1cc(-c2ccc(N=Nc3c(S(=O)(=O)O)cc4cc(S(=O)(=O)O)cc(N)c4c3O)c(C)c2)ccc1N=Nc1cc(S(=O)(=O)O)c2ccccc2c1O	98	102	105	106	104	99	106	92
CCCCCCCCN(CCCCCCCC)C(=N)c1ccnc2ccccc12	-53*	-41*	-76*	-57*	-82*	-48*	-42*	-77*
CC1CN(CCCO)C(C)CN1CCCO (configuration not stated)	91	87	104	87	116	100	106	108
COc1ccc(C(=O)n2nc(-c3ccncc3)nc2N)cc1	116	102	86	94	94	97	101	101
Nc1ccccc1C(=O)Nc1ccccc1	76	86	93	31	78	91	55	63
COc1ccc(C(=O)Nn2c(N)cc3cc(Br)ccc3c2=O)cc1	100	112	99	103	106	111	97	99
C(=C\c1ccccc1)/CSc1ncnc2nc[nH]c12	82	99	69	89	65	73	76	84
Cc1cc(C)c(/C=C(\C#N)c2nc3ccccc3n2C)[nH]1	86	76	nt	74	98	102	87	86
COc1ccc2sc(-n3nc4nc5n(c(=O)c4c3N)-c3ccccc3Sc3ccccc3-5)nc2c1	48	49	89	65	80	45	68	47
CC1(O)CCC2CC3OC3(C)CCC3OC3(C)CCC1C2(C)C (configuration not stated)	113	104	nt	116	107	nt	267	102
Cc1ccc2sc3c(NCc4ccccc4)nc4ccccc4c3c(=O)c2c1	97	92	100	94	100	nt	96	92
O=C(CCSCCC(=O)N/N=C/c1ccccc1)N/N=C\c1ccccc1	94	93	112	105	109	100	101	88
CC(C)Sc1nc(NC2CC2)c(C#N)c(-c2ccc(F)cc2)n1	93	100	104	97	102	97	98	68
O=C(NCc1ccc(Cl)cc1)c1c(O)c(=O)n(-c2ccccc2[N+](=O)[O-])[nH]c1=O	121	106	102	83	111	101	98	92
CC1=CC(=O)Nc2ncccc2O1	110	95	103	115	108	107	102	114
COc1ccc(Cn2cc(C#N)c(N)c2C(C)=O)cc1	103	101	102	122	104	105	95	95
More entries follow:
SMILES	K-562	MOLT-4	MDA-MB-468	SR	MDA-MB-435	RPMI-8226	CCRF-CEM	MDA-MB-231
C=C(CBr)[C@@H]1CC[C@]2(COC(C)=O)CC[C@]3(C)[C@H](CC[C@@H]4[C@@]5(C)CC[C@H](OC(C)=O)C(C)(C)[C@@H]5CC[C@]43C)[C@@H]12	nt	79	114	76	94	95	77	95
COc1ccnc(CS(=O)c2nc3ccc(OC(F)F)cc3[nH]2)c1OC (configuration not stated)	nt	94	86	nt	104	92	78	97
COC(=O)c1nnn(-c2ccc(Cl)cc2Cl)c1N	88	65	44	nt	87	78	78	nt
COc1ccc2[nH]c(=O)c3c(c2c1)OC(N)=C(C#N)C31C(=O)c2cccc3cccc1c23 (configuration not stated)	91	97	100	95	100	97	100	90
Cc1ccc2c(N)c(C(=O)Nc3ccc(-c4ccccc4)cc3)sc2n1	37	51	18	43	69	49	55	nt
COC(=O)Cc1csc2ccccc12	99	86	111	74	107	nt	106	120
COC(=O)C(C)CSCc1ccccc1 (configuration not stated)	101	107	91	88	112	104	89	98
CCOC(=O)C1=C(CSC(=S)N2CCN(c3ccccc3)CC2)N(C)C(=O)NC1c1ccccc1 (configuration not stated)	78	76	86	56	103	78	70	88
COc1ccc(C(=O)/C=C/C23c4ccccc4C(c4ccccc42)C2C(=O)NC(=O)C23)cc1 (configuration not stated)	86	87	99	75	101	nt	90	95
O=C(N=Nc1c(O)[nH]c2ccc([N+](=O)[O-])cc12)c1ccc2nc(-c3ccc(Cl)cc3)[nH]c2c1	81	88	76	82	98	106	65	97
CCOc1cc(CNc2ccc(N3CCOCC3)c(C(=O)O)c2)ccc1OC	101	104	95	94	104	100	106	92
Cc1cc(N2CCN(C(C(=O)O)c3ccc(F)cc3)CC2)n(-c2ccccc2)n1 (configuration not stated)	100	101	100	93	101	106	97	72
Cc1ccc(NC(=O)CC2Sc3ccccc3NC2=O)cc1C (configuration not stated)	99	95	97	96	102	105	112	101
COc1ccc(C2CC(c3ccc(Cl)cc3)=NN2c2ccc(Cl)cc2)cc1 (configuration not stated)	80	82	100	nt	103	90	96	123
C#CCOc1ccc(CNC(=O)/C=C/C=C/c2ccc3c(c2)OCO3)cc1OC	94	90	95	89	95	103	97	100
Nc1ccccc1-c1cc2c(c3c1[nH]c1ccccc13)CCCC2	77	78	87	82	104	88	85	80
N#Cc1cnn(C(=O)c2ccccc2Br)c1NC(=O)c1ccc(Cl)cc1	96	94	97	78	103	102	97	nt
CN(Cc1ccccc1)c1nc(Cl)c(C2CC(c3ccc(Cl)cc3)=Cc3[nH][nH]c(=O)c32)s1 (configuration not stated)	43	96	106	94	85	92	106	113
CN1CCN(c2ccc(Nc3nc(NCCCNS(=O)(=O)c4cccc(F)c4)c4sccc4n3)cc2)CC1	12	13	-6.0*	9.0*	14	7.5*	19	36
Cc1cc(C)c2c(n1)sc1c(NCc3ccccc3)ncnc12	104	99	98	nt	100	92	102	105
CCCCOC(=O)c1ccccc1C(=O)OC(C)C(=O)OCCCC (configuration not stated)	116	106	97	99	107	110	105	98
Cc1csc(/N=C(N)/N=C(\N)c2cnccn2)n1	102	103	117	93	98	102	106	106
Cc1cc(C)c(N)c(Br)c1	97&107	111&106	107&104	100&99	104&114	97&100	90&97	99&112
O=S(=O)(O)SCCN1CCOCC1	106	107	nt	106	96	107	105	113
COc1cc2c(cc1O)C(=O)CCCC2	124	84	87	102	99	104	98	108

Sorted by heavy-atom count (smallest number first): three of the compounds above.
SMILES	K-562	MOLT-4	MDA-MB-468	SR	MDA-MB-435	RPMI-8226	CCRF-CEM	MDA-MB-231
O=S(=O)(O)SCCN1CCOCC1	106	107	nt	106	96	107	105	113
CCOc1cc(CNc2ccc(N3CCOCC3)c(C(=O)O)c2)ccc1OC	101	104	95	94	104	100	106	92
CN1CCN(c2ccc(Nc3nc(NCCCNS(=O)(=O)c4cccc(F)c4)c4sccc4n3)cc2)CC1	12	13	-6.0*	9.0*	14	7.5*	19	36

Some values from above.
C#CCOc1ccc(CNC(=O)/C=C/C=C/c2ccc3c(c2)OCO3)cc1OC @ SR: 89
O=C(O)c1cc(N2CCCC2)ccn1 @ MDA-MB-231: 113
COc1ccc2[nH]c(=O)c3c(c2c1)OC(N)=C(C#N)C31C(=O)c2cccc3cccc1c23 (configuration not stated) @ MDA-MB-231: 90
CCOC(=O)C1=C(C)NC(SCc2cc(=O)oc3ccc(C)cc23)=N[C@@H]1c1cccc2ccccc12 @ RPMI-8226: 93
O=S(=O)(O)SCCN1CCOCC1 @ MDA-MB-435: 96
Cc1ccc(C2=C(C#N)C3(C(=O)N(Cc4ccccc4)c4ccccc43)c3c(-c4ccccc4)nn(-c4ccccc4)c3N2)cc1 (configuration not stated) @ MDA-MB-468: 97

Next compounds follow.
SMILES	K-562	MOLT-4	MDA-MB-468	SR	MDA-MB-435	RPMI-8226	CCRF-CEM	MDA-MB-231
OCCCOc1ccccc1	100	98	109	105	95	94	89	120
CCCCOc1ccc(NC(=O)n2nc(N=NN(C)C)c3ccc(Cl)cc32)cc1	94	nt	98	nt	106	93	89	104
COc1ccc(Br)cc1C(c1cc(Br)ccc1OC)C(Cl)(Cl)Cl	86	79	82	87	86	85	87	101
CC(=O)N(CC(O)CO)c1c(I)c(C(=O)NCCO)c(I)c(C(=O)NCC(O)CO)c1I (configuration not stated)	97	84	110	77	105	102	93	91
O=C(Nc1ccc(Cl)cc1)Nc1ccc(Oc2nncc3ccccc23)cc1	5.6*	4.0*	-76*	2.6*	-33*	-0.1*	8.7*	-25*
Cn1c(=O)c2[nH]c(SC/C(=N/O)c3ccc(Br)cc3)nc2n(C)c1=O	67	95	47	60	52	59	84	-5.9*
COc1ccc(C2CC(c3ccc(Nc4nc(NCCO)nc(Nc5ccc(Cl)cc5)n4)cc3)=NN2c2cc(Cl)cc(Cl)c2)cc1 (configuration not stated)	92	69	101	96	91	97	81	76
CC(Oc1ccc(Cl)cc1Cl)C(=O)NC(Cc1ccccc1)C(=O)O (configuration not stated)	99	97	109	95	108	106	95	104
COc1ccc2c(c1)c(-c1nc(-c3cn(C)c4ccncc34)cs1)cn2C	-49*	-31*	-28*	-26*	-90*	-48*	-28*	-61*
COc1ccc(C(=O)OC2C(OC3C(O)COC(O[C@H]4C[C@H]5[C@@H]6CC=C7C[C@@H](O)CC[C@]7(C)[C@H]6CC[C@]5(C)[C@H]4[C@H](C)C(=O)CCC(C)C)C3OC(C)=O)OCC(O)C2O)cc1 (some centres not stated)	-50*	-42*	-34*	-8.6*	-47*	-29*	-23*	11
O=C1N(c2ccccc2)C(c2ccccc2)CC12OCCO2 (configuration not stated)	107	101	105	nt	104	111	109	111
O=C(Nc1ccc(Oc2cccc(Cl)c2)c(Cl)c1)c1ccncc1	28	68	25	81	60	41	57	79

From PubChem
